# Screens deposited in PubChem BioAssay by NMMLSC.
# Bcl-XL Bim block: inhibitors of Bim-Bcl-XL binding, primary screen, biochemical, multiplexed, bead flow cytometry, human Bcl-XL. Bcl-2-like protein 1 (Homo sapiens), Q07817. Bim peptide-Bcl-XL binding, fluorescence. inhibition, % at 10 µM. actives 0.04% (n = 190,000). AID 1007, 2008
# Target sequence (Q07817 whole entry, looked up): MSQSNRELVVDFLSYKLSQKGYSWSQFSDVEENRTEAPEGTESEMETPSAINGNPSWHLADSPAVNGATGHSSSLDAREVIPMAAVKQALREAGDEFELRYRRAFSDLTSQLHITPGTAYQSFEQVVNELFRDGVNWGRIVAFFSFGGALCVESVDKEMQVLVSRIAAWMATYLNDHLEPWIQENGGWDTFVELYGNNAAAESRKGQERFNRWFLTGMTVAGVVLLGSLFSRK
# RGS4-Gao reg: modulators of RGS4 binding to Galphao, primary screen, biochemical, multiplexed bead flow cytometry. actives lie on both sides. Guanine nucleotide-binding protein G(o) subunit alpha (Homo sapiens), P09471. actives 0.33% (n = 220,000). binding response (% of control), % at 10 µM; in the data active = binding response below about 49% or above about 150%; inactive = in between;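 note: fluorescent Galphao activated with aluminum fluoride binding bead-coupled RGS4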
# Target sequence (P09471 whole entry, looked up): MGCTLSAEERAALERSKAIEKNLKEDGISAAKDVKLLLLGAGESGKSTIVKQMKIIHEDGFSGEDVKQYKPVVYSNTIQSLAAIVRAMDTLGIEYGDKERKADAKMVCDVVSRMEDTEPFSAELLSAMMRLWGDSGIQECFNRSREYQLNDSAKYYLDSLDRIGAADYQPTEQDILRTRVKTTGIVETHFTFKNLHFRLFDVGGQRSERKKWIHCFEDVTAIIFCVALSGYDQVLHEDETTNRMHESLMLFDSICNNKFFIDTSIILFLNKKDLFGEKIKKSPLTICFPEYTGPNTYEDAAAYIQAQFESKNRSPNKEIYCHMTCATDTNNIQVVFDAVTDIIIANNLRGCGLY
# Bim-Bcl-W: inhibitors of Bim binding to Bcl-W, primary screen, biochemical, multiplexed, bead-based flow cytometry. Bcl-2-like protein 2 (Homo sapiens), Q92843. Bim peptide-Bcl-W binding. inhibition, % at 10 µM. actives 0.02% (n = 190,000). AID 952, 2007;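 note: 0% = bound tracer without compound and 100% = peptide blocker; higher means less fluorescent Bim peptide bound to Bcl-W beads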
# Target sequence (Q92843 whole entry, looked up): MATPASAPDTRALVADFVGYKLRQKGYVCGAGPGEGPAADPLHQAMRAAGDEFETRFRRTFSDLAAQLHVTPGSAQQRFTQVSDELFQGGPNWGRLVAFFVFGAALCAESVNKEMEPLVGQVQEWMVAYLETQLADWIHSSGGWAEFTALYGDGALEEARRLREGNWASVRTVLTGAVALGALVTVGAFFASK
# Bcl-B Bim block: inhibitors of Bim-Bcl-B binding, primary screen, biochemical, multiplexed, human Bcl-2 family; actives 0.073% (n = 190,000); inhibition, % at 10 µM; bead-based flow cytometry, Bim peptide-Bcl-B binding; Bcl-2-like protein 10 (Homo sapiens), Q9HD36; AID 951, 2007;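 note: 0% = tracer peptide without compound and 100% = reference inhibitor peptide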
# RGS7-Gao reg: RGS7-Galphao binding modulators, primary screen, biochemical, multiplexed bead flow cytometry. Guanine nucleotide-binding protein G(o) subunit alpha (Homo sapiens), P09471. actives lie on both sides. binding response (% of control), % at 10 µM. actives 0.35% (n = 220,000). AID 1439, 2008; in the data active = binding response below about 49% or above about 150%; inconclusive = no clear call, values can overlap the other calls; inactive = in between;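 note: fluorescent Galphao held in activated GDP-AlF4 state binding bead-coupled RGS7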
# Bfl-1 Bim block: inhibitors of Bim binding to Bfl-1, primary screen, biochemical, multiplexed, bead-based flow cytometry; Bcl-2-related protein A1 (Homo sapiens), Q16548; Bim-Bfl-1 binding inhibition; inhibition, % at 10 µM; actives 0.12% (n = 190,000);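 note: 0% = wells without compound plus tracer and 100% = blocker peptide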
# ABCG2 block: ABCG2 efflux pump inhibitors, primary screen, multiplex with ABCB1, IgMXP3 cells, flow cytometry; JC-1 efflux; actives 0.1% (n = 190,000); AID 1325, 2008; inhibition, % at 6.6 µM; Broad substrate specificity ATP-binding cassette transporter ABCG2 (Homo sapiens), Q9UNQ0;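 active = inhibition above 80%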;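 note: 0% = DMSO and 100% = nicardipine control wells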
#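 Test system: IgMXP3 (ABCG2) plus far-red-tagged CCRF-Adr (ABCB1) cells. Reagent: JC-1 dye as substrate. Timing: 10 min exposure at 25 °C with rotation, no wash. Measured by: flow cytometric JC-1 green MFI at 530 nm. Read-out: percent efflux inhibition, scaled nicardipine 100% to DMSO 0%. Control set: nicardipine and DMSO wells.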
# Avidin fluor: green autofluorescence of compounds with avidin beads – biophysical, 488/530 nm, flow cytometry, artefact control, profiling panel; compound fluorescence 488/530 nm; stronger effect = higher value; fluorescence (KMESF) at 10 µM; actives 0.38% (n = 220,000); AID 1775, 2009; in the data active = fluorescence above about 47; note: inactives centre near 10
# Bcl-2 Bim block: inhibitors of Bim-Bcl-2 binding, primary screen, biochemical, multiplexed, human Bcl-2 family; actives 0.06% (n = 190,000); inhibition, % at 10 µM; AID 950, 2007; Bead-based flow cytometry, Bim peptide-Bcl-2 binding; Apoptosis regulator Bcl-2 (Homo sapiens), P10415; in the data active = inhibition above about 40%; inconclusive = no clear call, values can overlap the other calls;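 note: 0% = no compound wells with probe peptide and 100% = reference peptide inhibitor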
# Target sequence (P10415 whole entry, looked up): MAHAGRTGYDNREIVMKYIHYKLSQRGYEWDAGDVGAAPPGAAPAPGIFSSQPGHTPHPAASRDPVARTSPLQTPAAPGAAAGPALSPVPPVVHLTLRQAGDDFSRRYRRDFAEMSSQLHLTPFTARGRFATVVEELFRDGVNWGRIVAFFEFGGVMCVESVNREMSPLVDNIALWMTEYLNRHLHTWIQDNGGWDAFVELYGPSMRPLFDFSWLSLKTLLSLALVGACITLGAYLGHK
# GSH fluor: compound fluorescence on glutathione beads, profiling panel, artefact control, biophysical, 488/530 nm, flow cytometry | GSH beads flow cytometry, compound fluorescence 488/530 nm; stronger effect = higher value | fluorescence (KMESF) at 10 µM | actives 0.25% (n = 190,000) | AID 1776, 2009; in the data active = fluorescence above about 89;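 note: glutathione beads carrying GST-tagged Bcl family fusion proteins plus one bare bead set; values are compound well signal with DMSO vehicle wells as background; inactives centre near 16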
# ABCB1 block: ABCB1 efflux pump inhibitors, primary screen, cell-based, multiplex, flow cytometry, ABCG2 counter-screen; actives 0.067% (n = 190,000); inhibition, % at 6.6 µM; ATP-dependent translocase ABCB1 (Homo sapiens), P08183; CCRF-Adr cells, JC-1 efflux; in the data active = inhibition above about 40%;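 note: 0% = vehicle and 100% = reference inhibitor; higher value means more JC-1 retained so stronger ABCB1 efflux block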
# * hit, by the source's call; ? = inconclusive; . = not tested or not shown. Cut-off read from the data, not from the text of the source, unless noted: active = inhibition above about 40%.
SMILES,Bcl-XL Bim block,RGS4-Gao reg,Bim-Bcl-W,Bcl-B Bim block,RGS7-Gao reg,Bfl-1 Bim block,ABCG2 block,Avidin fluor,Bcl-2 Bim block,GSH fluor,ABCB1 block
COc1nc(Oc2ccc(=O)[nH]n2)nc(N2CCOCC2)n1,-5,108,0,1,109,4,2,13,0,27,0.2
CCCCC(CC)CNC(=O)c1cccs1 (stereo not given),-1,93,0,-1,100,1,1,3,2,24,0.0
CC1CC(=O)Nc2ccccc2N1C(=O)CN1CCN(c2ccccc2)CC1 (stereo not given),-3,96,-1,-4,?,-4,2,10,4,11,0.8
Cc1cc(=O)oc2cc(OCC(=O)OCC(=O)NC(C)C)ccc12,2,91,0,-2,95,-6,7,11,-2,14,1.0
COc1cc(SC)ccc1C(=O)OC(C)C(=O)NC1CCCC1 (stereo not given),1,103,-1,-2,105,-5,13,11,0,13,1.5
COc1ccc(CN2CCNC(=O)C2CC(=O)NCCc2c[nH]c3ccccc23)c(OC)c1 (stereo not given),-1,104,0,-5,99,-4,2,10,-3,22,0.4
Cc1ccc(S(=O)(=O)Nc2nc3ccc(S(=O)(=O)N4CCCC4)cc3s2)cc1,-6,101,0,-7,98,-9,-3,19,-10,27,-0.9
COC(=O)CSc1nnc(-c2cccc(NC(=O)c3ccc(C)cc3)c2)n1C,-3,94,-1,-3,97,-3,6,13,-5,52,0.2
CCCn1nnnc1SCC(=O)NCc1ccccc1,-8,102,-1,-10,102,-19,0,13,-9,28,0.1
CC(=O)c1cc2c(cc1NC(=O)c1cccc(S(=O)(=O)N3CCN(C)CC3)c1)OCO2,7,94,3,4,?,-3,3,9,2,11,0.5
COC(=O)c1c(NC(C)=O)sc(C(=O)Nc2ccccc2F)c1C,-7,101,-2,-14,89,-11,0,3,-1,17,0.3
Cc1nc2sc3c(c2c(=O)n1/N=C/c1ccco1)CCCC3,-6,100,-4,-8,95,-13,25,11,-11,23,1.3
C=CCOC(=O)CC(NC(=O)c1ccccc1)c1ccccc1 (stereo not given),0,103,-1,0,101,-2,5,9,0,15,1.3
CCOCC(=O)Nc1ccccc1C(=O)O,-2,103,-2,-4,104,-5,0,12,-2,24,-0.1
COc1cc(C=C(C(C)=O)C(C)=O)ccc1O,-7,99,-1,-8,99,-13,9,12,-6,31,1.3
Cc1ccc(Oc2ccc(/C=N/O)cn2)cc1,-1,99,0,1,101,-1,2,36,-2,17,0.6
Cc1ccc(-c2nnc(N3CCC(C)CC3)c3ccccc23)cc1,-1,103,-3,-1,101,0,4,14,-1,70,0.5
N#CC1=C(N)OC2=C(CCc3ccccc32)C1c1ccccc1 (stereo not given),-3,100,0,-2,98,2,4,2,4,6,0.5
c1ccc2cc(CSCc3nc4ccccc4[nH]3)ccc2c1,-12,106,-6,-9,102,-3,-1,6,-9,10,0.1
O=C1C=CC(=O)N1Nc1ccc(Br)cc1,-6,101,-4,-8,103,-6,0,13,-5,10,-0.1

# Reformatted: two of the compounds above.
# Second line of a record – Bcl-XL Bim block | RGS4-Gao reg | Bim-Bcl-W | Bcl-B Bim block | RGS7-Gao reg | Bfl-1 Bim block | ABCG2 block | Avidin fluor | Bcl-2 Bim block | GSH fluor | ABCB1 block
> c1ccc2cc(CSCc3nc4ccccc4[nH]3)ccc2c1
    -12 | 106 | -6 | -9 | 102 | -3 | -1 | 6 | -9 | 10 | 0.1
> C=CCOC(=O)CC(NC(=O)c1ccccc1)c1ccccc1 (stereo not given)
    0 | 103 | -1 | 0 | 101 | -2 | 5 | 9 | 0 | 15 | 1.3

# Returning to the listing, repeating the 3 entries before the break.
SMILES,Bcl-XL Bim block,RGS4-Gao reg,Bim-Bcl-W,Bcl-B Bim block,RGS7-Gao reg,Bfl-1 Bim block,ABCG2 block,Avidin fluor,Bcl-2 Bim block,GSH fluor,ABCB1 block
N#CC1=C(N)OC2=C(CCc3ccccc32)C1c1ccccc1 (stereo not given),-3,100,0,-2,98,2,4,2,4,6,0.5
c1ccc2cc(CSCc3nc4ccccc4[nH]3)ccc2c1,-12,106,-6,-9,102,-3,-1,6,-9,10,0.1
O=C1C=CC(=O)N1Nc1ccc(Br)cc1,-6,101,-4,-8,103,-6,0,13,-5,10,-0.1
O=C(c1cccn2c(=O)c3cc(Cl)ccc3nc12)N1CCN(Cc2ccc3c(c2)OCO3)CC1,0,102,3,-4,98,-7,4,8,-9,11,1.5
COc1cc(OC)cc(C(C)=O)c1,-1,94,1,-2,94,-3,0,16,-7,14,0.0
COC(=O)N/N=C/c1cccs1,-2,101,-7,0,100,-4,4,12,0,12,0.8
NC12CC3CC(C1)CC(CO)(C3)O2,-4,100,-2,-9,95,-17,53,29,-13,23,1.1
CCCOc1ccc(C2CC(=O)NC2=O)cc1 (stereo not given),-6,105,-1,-4,106,-10,2,11,-3,15,0.8
CN1N=C(C(=O)N2CCc3c([nH]c4ccccc34)C2c2c(F)cccc2Cl)CCC1=O (stereo not given),0,99,0,-1,98,-6,4,10,-1,24,1.5
CCOC(=O)N1CCN(Cc2nc(C3CC3)no2)CC1,0,102,-1,0,110,3,4,10,0,18,0.5
CC1Oc2ccccc2N(Cc2cccnc2)C1=O (stereo not given),-2,118,-3,-7,107,-7,-2,6,-4,29,-3.3
CC(C)CCNC1=NCCCCC1,0,104,3,5,104,5,0,11,8,12,0.1
COc1ccccc1-c1coc2cc(OC(=O)/C=C/c3ccccc3)ccc2c1=O,-5,95,-4,-4,99,-11,-2,17,-5,16,0.2
O=C1ON=C(c2cccc([N+](=O)[O-])c2)/C1=C/c1ccc(O)cc1,1,103,5,1,101,30,0,14,7,12,-0.1
Cc1ccc(NC(=O)CSc2nnc(-c3ccco3)o2)c(C)c1,0,101,-3,-2,102,-12,1,7,-5,18,0.1
CCc1ccccc1-n1cnc2cc(C(=O)O)ccc21,-3,101,4,-3,100,-12,4,8,-5,13,0.7
O=C(COC(=O)c1ccc(NS(=O)(=O)c2ccc(Br)s2)cc1)NC1CCCC1,0,99,1,0,96,-4,0,22,-1,12,-0.6
COc1ccc(Cn2c(C)cc3c(c2=O)C(c2cccs2)C(C#N)=C(N)O3)cc1OC (stereo not given),-3,88,2,2,90,-2,1,11,0,31,0.5
Cc1ccc(NC(/C=C/N(C)C)=C/C(=O)C(F)(F)F)c(C)c1,-4,103,-3,-9,94,-2,10,12,-3,16,1.6
COc1ccc(Br)cc1/C=N/n1c(C)nnc1C,-10,97,-5,-12,101,-3,0,5,16,19,-0.1
O=C(N/C(=C/c1cccs1)C(=O)N1CCOCC1)c1ccco1,-1,100,0,0,101,1,-1,1,3,6,-0.1
COc1ccc(CNC(=O)COC(=O)c2cccnc2Nc2cccc(C(F)(F)F)c2)cc1,1,100,-2,-9,100,-7,27,8,-6,29,7.5
CCOC(=O)N1CCN(c2cc(=O)n(-c3cccc(C)c3)c(=O)[nH]2)CC1,0,102,0,-3,104,-5,0,13,-5,12,0.0
O=C(c1cccc(F)c1)N1CCCC(C(=O)N2CCCC2)C1 (stereo not given),-11,103,-2,-8,98,-21,1,13,-10,28,0.2
CN(C)S(=O)(=O)c1cccc(C(=O)NC2CCCc3ccccc32)c1 (stereo not given),-2,106,0,-8,105,-11,0,6,-4,15,0.0
O=C1C2C3C=CC(C3=C3CCCCC3)C2C(=O)N1Cc1ccccc1 (stereo not given),-6,99,-2,-7,98,-15,15,13,-8,29,1.1
CN(C)CC(C)(C)CNC(=S)Nc1cc(S(=O)(=O)N2CCOCC2)ccc1Cl,-5,95,-2,-9,?,-5,1,9,-4,15,0.2
CCOC(=O)c1nnc(-c2ccccc2)nc1NCc1ccccc1,0,98,2,-5,95,-5,22,26,-7,24,1.9
C/C(CC(=O)N1CCN(C=O)CC1)=N\NC(=O)c1ccc(Br)cc1,0,101,4,-1,97,2,0,19,2,11,-0.1
Cc1ccc(CNC(=O)C2CCN(S(=O)(=O)N3CCC4(CC3)OCCO4)CC2)cc1,-2,100,1,0,99,-1,1,11,3,22,0.6
Cc1ccc(/C=C/C(=O)O)cc1S(=O)(=O)NCC1CCCO1 (stereo not given),-3,98,-1,-3,?,-7,3,9,-3,13,0.2
O=c1[nH][nH]c(-c2ccccc2O)c1C(C[N+](=O)[O-])c1cccc(Cl)c1 (stereo not given),-5,99,-2,-5,99,-18,1,13,-11,11,0.2
CCc1nnc(NC(=O)CSc2nc(-c3ccccc3)cc(-c3ccc(F)cc3)c2C#N)s1,0,118,0,1,119,0,3,9,1,21,0.4
O=c1ccn(Cc2ccccc2)c(=O)n1Cc1ccccc1,4,102,2,3,103,-1,2,3,3,43,0.6
C=CCCCOc1ccc(C(=O)O)cc1,-7,102,2,-6,105,-8,0,16,-5,28,0.3
CC(=O)N(CCCN(C)C)CCC(C)CCC=C(C)C (stereo not given),0,92,0,-1,99,2,0,9,-3,7,0.2
COc1cccc(=O)c2c(C)n(C)c(C)c12,0,97,8,2,97,-2,8,9,0,7,0.3
CCn1c(SCC(=O)Nc2ccc(C(C)=O)cc2)nc2ccccc21,-11,97,-2,-13,98,-17,6,27,-10,22,0.8
COc1ccc(N/C(N)=N/c2nc(CSc3nnc(C)s3)cc(=O)[nH]2)cc1,0,103,0,0,93,-2,3,10,0,10,-0.1
CN1CCN(S(=O)(=O)c2cc([N+](=O)[O-])ccc2N2CCCCCC2)CC1,-2,95,0,0,93,0,7,10,-1,24,2.5
CCN(CC)C(=O)CSc1nnc(COc2ccccc2)n1CC,4,104,4,-1,104,4,.,2,3,15,.
Cc1ccc(-c2nc(C#N)c(NCCCn3ccnc3)o2)cc1,0,102,0,0,103,-4,2,13,-2,14,0.4
COc1ccc(-c2nn(-c3ccccc3)cc2/C=C/C(=O)OCC(=O)Nc2ccccc2C#N)cc1,-1,98,-3,-1,95,-7,0,7,-4,8,-0.2
O=C(CSc1nc2ccccc2s1)N1CCOCC1,-12,94,0,0,98,0,0,1,0,41,0.2
CCOC(=O)C1CCCN(Cc2cccc(Cl)c2)C1 (stereo not given),-8,100,-2,-6,97,-1,-9,8,0,23,1.0
CCOC(=O)COc1ccc(S(=O)(=O)Nc2ccc(C)cc2)cc1,-4,106,0,-8,102,-9,2,10,-7,13,0.3
CCOc1ccccc1NC(=O)CSc1nnc(-c2cnccn2)n1C,-9,100,-5,-1,101,-1,4,37,0,17,0.9
Cc1ccc(S(=O)(=O)NC2c3cccc4cccc(c34)C2Sc2n[nH]c(N)n2)cc1 (stereo not given),-7,104,-6,-4,106,-10,-1,15,-5,20,0.1
